p97 ATPase inh: inhibitors of human p97 ATPase, primary screen, biochemical; recombinant p97 ATPase, Kinase-Glo ATP luminescence, 3 h; inhibition, % at 8 µM; Transitional endoplasmic reticulum ATPase (Homo sapiens), P55072; AID 1481, 2009; actives 0.42% (n = 220,000); in the data active means inhibition above about 15%;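 further: 0% = DMSO vehicle and 100% = wells lacking enzyme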
Rad51 HR inh: human RAD51 strand exchange inhibitors, primary screen, biochemical, fluorescence; DNA repair protein RAD51 homolog 1 (Homo sapiens), Q06609; hRad51 DNA strand exchange, fluorescence dequenching; inhibition, % at 10 µM; actives 0.085% (n = 200,000);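 active means inhibition above 40% at the single screening dose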;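 further: 0% = DMSO control wells and 100% = blanks with heterologous ssDNA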
Target sequence (Q06609 whole entry, looked up): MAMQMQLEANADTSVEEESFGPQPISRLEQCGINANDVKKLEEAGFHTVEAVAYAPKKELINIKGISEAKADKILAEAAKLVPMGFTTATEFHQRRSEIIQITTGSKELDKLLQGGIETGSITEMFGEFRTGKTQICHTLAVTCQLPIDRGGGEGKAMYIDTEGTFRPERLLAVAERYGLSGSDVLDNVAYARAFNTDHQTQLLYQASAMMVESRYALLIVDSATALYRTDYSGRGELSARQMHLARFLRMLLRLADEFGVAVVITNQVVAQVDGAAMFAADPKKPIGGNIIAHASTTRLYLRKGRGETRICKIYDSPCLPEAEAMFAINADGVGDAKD
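Test system: preformed human Rad51 ssDNA filaments; also added: Donor/quencher-labelled 47-bp dsDNA substrate; doses: 10 µM final, single point; times: 37 °C 15-min filament assembly, 30-min compound preincubation, 15-min exchange; detection: FRET fluorescence dequenching, excitation 485 nm, emission 520 nm; read-out basis: Fluorescence-based percent inhibition, control- and blank-normalised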
Mdm2 ligase inh: MDM2-luciferase reporter signal enhancers, primary screen, MDM2 E3 ligase inhibitor project, cell-based, luminescence, 1536-well; E3 ubiquitin-protein ligase Mdm2 (Homo sapiens), Q00987; cell-based MDM2 ubiquitination luciferase reporter, 2 h; 0 = plate control, 100 = twice control, blank-subtracted; signal enhancement, % at 5 µM; actives 0.11% (n = 210,000);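 active means signal enhancement of 30% or more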;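 further: luminescence tracks abundance of the self-degrading MDM2-luciferase fusion protein; higher signal means inhibition of MDM2 E3 ligase activity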
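Material: stable MDM2–luciferase fusion reporter cells / Quantity: 2000 cells/well / Dosing: single 5 µM compound dose, 0.2% final DMSO / Buffer or medium: DMEM / Schedule: 4 h cell settling then 2 h compound exposure, 37 °C / Detection: luminescence with SteadyLite reagent, 15 min at room temperature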
FXIa inh: human FXIa protease inhibitors, primary screen, biochemical, 1536-well | Coagulation factor XI (Homo sapiens), P03951 | purified FXIa, Boc-Glu-Ala-Arg-AMC fluorogenic substrate | inhibition, % at 5 µM | actives 0.14% (n = 220,000) | AID 798, 2007;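 active means inhibition of at least 40%; inactive means inhibition below 40%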;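 further: fluorescence of freed AMC excited at 355 nm; 0% = enzyme without compound and 100% = no enzyme blank; many of its hits are not listed in these tables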
14-3-3 Bad inh: inhibitors of 14-3-3 zeta/Bad binding, primary screen, biochemical, TR-FRET, bovine 14-3-3 zeta | 14-3-3 protein zeta/delta (Bos taurus), P63103 | TR-FRET 14-3-3zeta/Dy647-pBad peptide displacement, 1 h | inhibition, % at 21.7 µM | actives 0.71% (n = 220,000) | AID 781, 2007;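 active means inhibition above about 70%, limit read from the data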;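 further: 0% = full 14-3-3 plus peptide FRET controls and 100% = background without 14-3-3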
Target sequence (P63103 whole entry, looked up): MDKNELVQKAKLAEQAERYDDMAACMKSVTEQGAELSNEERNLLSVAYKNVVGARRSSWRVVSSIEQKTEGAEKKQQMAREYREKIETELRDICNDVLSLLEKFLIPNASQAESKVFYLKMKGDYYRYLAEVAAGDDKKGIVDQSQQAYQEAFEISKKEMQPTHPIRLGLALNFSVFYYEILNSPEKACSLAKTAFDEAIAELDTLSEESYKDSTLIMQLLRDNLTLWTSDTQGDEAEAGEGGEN
hK5 inh: human KLK5 protease inhibitors, primary screen, biochemical, 1536-well; recombinant hK5, fluorogenic AMC substrate cleavage; inhibition, % at 5 µM; actives 0.59% (n = 210,000); AID 873, 2007;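 active means inhibition of 40% or more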;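 further: 0% = enzyme controls without compound and 100% = no-enzyme blanks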
Target sequence (Q9Y337 67-293 limits assumed): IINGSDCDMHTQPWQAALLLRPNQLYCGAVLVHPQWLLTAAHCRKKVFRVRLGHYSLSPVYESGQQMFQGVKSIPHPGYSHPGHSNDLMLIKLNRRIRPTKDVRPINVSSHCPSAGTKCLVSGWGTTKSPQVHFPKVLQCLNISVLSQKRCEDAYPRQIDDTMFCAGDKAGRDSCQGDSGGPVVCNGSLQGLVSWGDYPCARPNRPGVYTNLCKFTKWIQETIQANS
FXIIa inh: human FXIIa protease inhibitors, primary screen, biochemical, 1536-well. Coagulation factor XII (Homo sapiens), P00748. purified FXIIa, Boc-QGR-AMC fluorogenic substrate, 2 h. inhibition, % at 5 µM. actives 0.3% (n = 220,000); in the data active means inhibition above about 40%;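 further: 0% = enzyme with no compound and 100% = blank without enzyme; many of its hits are not listed in these tables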
Wee1 degr inh: Wee1 degradation inhibitors, primary screen, cell-based, HeLa, Wee1K328M-luciferase, luminescence; Wee1-like protein kinase (Homo sapiens), P30291; HeLa Luc-Wee1K328M stability; 100% = proteasome inhibitor MG132 effect; reporter increase, % at 5 µM; actives 1.2% (n = 220,000);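 active means activation above the mean of all tested compounds plus 3 SD, set per screening run, cut at about 8.8% in these data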;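 further: cells exposed to compound for 20 h before luminescence read; 0% = DMSO alone and 100% = MG132 at 30 µM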
eIF4E 4G PPI: eIF4E–eIF4G protein interaction inhibitors, primary screen, biochemical, uHTS, TR-FRET, eIF4GI fragment; AID 782, 2007; actives 0.37% (n = 220,000); Eukaryotic translation initiation factor 4E (Mus musculus) + Eukaryotic translation …; inhibition, % at 21.7 µM; TR-FRET eIF4E-eIF4GI(517-606) binding, 2 h;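 active means inhibition above about 30%, limit read from the data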;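 further: 0% = full FRET control wells and 100% = background wells lacking eIF4GI fragment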
Starred values were filed as active, the others as inactive; · = not tested or not shown; [ ] = dose if it differs, or a comment.

SMILES,FXIa inh,p97 ATPase inh,FXIIa inh,Mdm2 ligase inh,eIF4E 4G PPI,14-3-3 Bad inh,hK5 inh,Rad51 HR inh,Wee1 degr inh
CCCCNC(=O)NS(=O)(=O)c1ccc(NC(=O)C(NC(N)=O)C(C)CC)cc1 (configuration not stated),1,1,16,·,3,1,4,-3,1
C=CCNC(=O)C1CC(=O)N(c2ccc(C)cc2)C1 (configuration not stated),0,-6,5,-10,-3,-1,-10,-11,1
CCCCOc1ccc(-c2nnn(C(C)(C)C(=O)OC)n2)cc1,-11,-3,-3,-14,11,-10,140*,-4,-1
COC(=O)c1c(NC(=O)CN2CCC3(O)CCCCC3C2c2ccccc2OC)sc(C)c1C (configuration not stated),21,3,23,-2,20,15,-11,-26,0
COc1ccc(COC(=O)NNC(=O)c2ccc(OC)cc2)cc1,6,5,12,-9,9,5,-6,-13,-3
CSc1nncc(-c2ccc(F)cc2)n1,2,0,17,-13,·,·,-6,-12,0
COCc1nnc(NC(=O)c2ccc(S(=O)(=O)N(C)C3CCCCC3)cc2)o1,-5,0,6,-23,1[fluorescence artefact?],-6[fluorescence artefact?],4,1,2
O=C(CNC(=O)c1ccncc1)N/N=C/c1cc(Br)ccc1OCc1ccccc1,-1,2,8,1,-4,1,1,3,-1
COc1ccccc1N=C(C)C1=C(O)CC(c2ccccc2)CC1=O (configuration not stated),12,2,15,-8,7,-1,12,32,-1
Cc1[nH]nc2c1C(c1ccccc1F)NC2=O (configuration not stated),1,3,17,-10,-1,-2,-9,-2,-1
CC(C)(C)NC(=O)N1CCN(c2nc(-c3ccccc3)ns2)CC1,-3,-8,-2,-16,-4,1,0,6,2
Cc1cc(C)c2cc3c(N)c(C(=O)N4CCc5ccccc5C4)sc3nc2c1,2,4,16,6,-36,-9[fluorescence artefact?],-22,13,-2
CCOc1ccc(C(=O)N2CCCC2)cc1,9,4,15,·,4,-1,1,4,2
CCc1nc(SCC(=O)Nc2nc3c(s2)CCCC3)c2ccccc2n1,21,-6,30,-11,-1[fluorescence artefact?],0,-5,-4,-2
CN1CC(c2ccccn2)C2(SC(=S)N(Cc3ccccc3)C2=O)C12C(=O)Nc1ccccc12 (configuration not stated),4,-5,3,-6,4,-21,5,7,-1
N#Cc1nc(-c2ccccc2)oc1NCc1ccco1,5,9,14,-20,3[fluorescence artefact?],12,0,-8,3
COc1ccc(-n2c(C)cc(C(=O)COC(=O)Cn3cnc4ccccc43)c2C)cc1,-2,1,-1,0,3,-2[fluorescence artefact?],-2,-4,-5
Cc1cc([N+](=O)[O-])c2[nH]c(C(=O)N/N=C/c3ccccc3C(=O)O)c(-c3ccccc3)c2c1,-2,1,0,-6,-2,3[fluorescence artefact?],2,·,-3
COc1ccccc1NC(=O)COc1ccc(Br)cc1CNCCCN1CCOCC1,-5,-1,-1,-11,5,-10,-11,-32,0
CC(C)c1ccc(/C=C/C(=O)NC2=NCCS2)cc1,-4,6,13,-67,2,11,-3,·,-2
CCOc1ccc(NC(=O)CCC(=O)c2ccc(-c3ccccc3)cc2)cc1,-2,5,6,6,1,-11,-23,-10,-1
O=C(O)CCc1nc2cc(Cl)ccc2n(Cc2ccccc2)c1=O,-8,3,-1,-11,8,4,-9,·,0
Fc1ccc(NC(=S)Nc2nccs2)cc1,2,-6,8,-15,-2,-6,0,2,2
CCC1C(=O)Nc2ccccc2N1C(=O)c1ccc(Cl)nc1 (configuration not stated),-2,4,6,-6,1,-1,-13,14,-2
CCOC(=O)c1cccc(NC(=O)CNC(=O)C2CCCCC2)c1,0,-8,4,5,6,11[fluorescence artefact?],-20,9,2
CC1(C)CC(=O)C(C=NCc2ccccn2)=C(O)C1,3,6,10,-15,-7,-6,-18,-1,-1
CC1CC(=O)N(CC(=O)Nc2ccc3c(c2)OCO3)c2ccccc2S1 (configuration not stated),-4,2,4,6,-1,2,4,0,1
O=C(Nc1c(C(=O)N2CCCCC2)cnn1-c1ccccc1)c1ccccc1,9,3,13,-11,4,4,-1,4,-1
CC(C)OP(=O)(OC(C)C)C(O)c1ccc2c(c1)OCO2 (configuration not stated),-12,-6,-4,-4,-16,-10,-7,-3,0
COc1ccc(NC(=O)c2nc(C)c(C3(C)CC(c4ccccc4)=NO3)s2)cc1 (configuration not stated),2,·,11,10,-1,-4,3,5,·
O=C(Nc1ccccc1)N(O)c1ccc(Cl)cc1,2,-5,3,-3,2,2[fluorescence artefact?],5,5,1
CSc1ccccc1NC(=O)Nc1ccccc1Cl,1,11,2,-14,-2,-5,0,·,-3
CC(C)(C)C1=Nn2c(nnc2-c2n[nH]c3c2CCC3)SC1,-1,2,7,-1,17,15[fluorescence artefact?],-25,7,0
Clc1ccc(Nc2nc(C3CC3)cs2)cc1,-1,-2,7,-4,-1,12,-5,·,12*
O=C1OCc2cc(NC(=O)C3CCCO3)ccc21 (configuration not stated),-1,4,3,0,-1,0,-25,7,0
O=C(NCCc1ccc2c(c1)OCCO2)c1ccccc1F,3,-1,9,-13,-7,-4,2,24,7
C[C@]1(C(=O)NCCN2CCOCC2)C=C[C@@H](Cc2ccccc2)N1C(=O)c1ccccc1,13,8,19,·,9[fluorescence artefact?],5,6,7,-4
O=C(O)c1ccc(NC(=O)C2C3CCC(C3)C2C(=O)O)cc1 (configuration not stated),1,5,11,-16,-2,9,15,-5,-2
COC(=O)c1cc(C(=O)Nc2nnc(CC(C)C)s2)cc([N+](=O)[O-])c1,-2,4,2,-4,2,-26[fluorescence artefact?],-19,12,0
O=C(Nc1cccc(C(F)(F)F)c1)C(SCCO)c1ccccc1 (configuration not stated),4,1,1,-15,-2,4,-11,-1,-2
COc1ccc(C(=O)NC(NC(=O)c2ccc(OC)c(OC)c2)c2ccccc2F)cc1OC,23,-1,31,2,7,-6,-3,·,9.9*
COc1ccc(OCC(O)CNC(=O)c2ccc(C)cc2)cc1 (configuration not stated),-4,5,4,4,1,-4,-5,12,-2
COc1cc2c(cc1OC)C1C/C(=N\O)C(CC(C)C)CN1CC2 (configuration not stated),0,-4,9,-7,1,0,13,-2,-3
O=C(O)c1ccc(OCc2cn3ccccc3n2)cc1,-4,-1,-3,·,-6,1,0,29,-1
COc1cc(/C=C/C(=O)O)cc(S(=O)(=O)Nc2cccc(SC)c2)c1OC,-4,3,11,-43,12[fluorescence artefact?],-5,-12,1,1
CCCC(NS(=O)(=O)c1ccc(C)cc1)C(=O)O (configuration not stated),-13,-3,6,-10,3[fluorescence artefact?],-5,-10,-3,-3
COc1cc(C(=O)N2CCN(C(=O)COc3ccc4ccccc4c3)CC2)cc(OC)c1OC,-6,10,-10,0,-2[fluorescence artefact?],-7,0,6,0
COC(=O)CN1C(=O)C(O)(CC(=O)c2ccc(Cl)cc2)c2ccccc21 (configuration not stated),7,4,9,-30,3,-2[fluorescence artefact?],8,0,1
Cc1cc(C)n(Cc2ccc(C(=O)NN)o2)n1,5,5,3,-12,6,0,5,6,0
CNc1nc(OCC#N)nc(N2CCCCC2)n1,-4,7,3,-16,2,-15,-3,23,-1
CCC1SC2=NCCN2C1(O)c1ccc(Cl)cc1 (configuration not stated),7,7,13,-6,0,8,29,5,-2
CCOc1ccc(-c2nnn(CC(=O)NCc3ccc4c(c3)OCO4)n2)cc1,1,-2,14,·,-2,7,-5,2,-1
c1ccc(Cc2nc(-c3ccccn3)no2)cc1,16,4,27,-22,-4[fluorescence artefact?],10[fluorescence artefact?],-11,-1,2
Cc1cc(S(=O)(=O)NCC(C)C)ccc1OCC(=O)NCc1ccco1,-7,-4,5,3,-3,0,-5,-9,0
O=C(c1cc(-c2ccc(Cl)cc2)n(-c2ccc(Cl)c(Cl)c2)n1)N1CCOCC1,-4,5,1,7,2,4,-1,-1,-1
O=C(O)CCS(=O)(=O)c1ccccc1Cl,-4,1,4,-8,-1,-3,0,·,-1
CCN1CCCC1CN(Cc1cc2ccc(C)cc2[nH]c1=O)C(=S)Nc1ccc(OC)cc1 (configuration not stated),7,5,11,9,-2,9,-8,·,-1
COc1ccc(N2CCN(C(=O)COc3ccc(Cl)cc3Cl)CC2)cc1,4,-3,11,-12,-11,-9,-6,6,4
O=P(c1ccccc1)(c1ccccc1)c1nc(-c2ccccc2)oc1NCc1ccccc1,2,3,6,-15,1,-7,2,-12,0
Cc1cccc(CCNS(=O)(=O)c2ccc3c(c2)n(C)c(=O)c(=O)n3C)c1,0,2,8,-13,1,3,-3,-1,-2

Part of the list above, set out differently:
The line under a structure holds: FXIa inh	p97 ATPase inh	FXIIa inh	Mdm2 ligase inh	eIF4E 4G PPI	14-3-3 Bad inh	hK5 inh	Rad51 HR inh	Wee1 degr inh
- COc1ccc(C(=O)NC(NC(=O)c2ccc(OC)c(OC)c2)c2ccccc2F)cc1OC
→ 23	-1	31	2	7	-6	-3	·	9.9*
- COc1ccc(OCC(O)CNC(=O)c2ccc(C)cc2)cc1 (configuration not stated)
→ -4	5	4	4	1	-4	-5	12	-2
- COc1cc2c(cc1OC)C1C/C(=N\O)C(CC(C)C)CN1CC2 (configuration not stated)
→ 0	-4	9	-7	1	0	13	-2	-3
- O=C(O)c1ccc(OCc2cn3ccccc3n2)cc1
→ -4	-1	-3	·	-6	1	0	29	-1

(list continues)
SMILES,FXIa inh,p97 ATPase inh,FXIIa inh,Mdm2 ligase inh,eIF4E 4G PPI,14-3-3 Bad inh,hK5 inh,Rad51 HR inh,Wee1 degr inh
Cn1c(=O)c(C(=O)CCl)c(N)n(Cc2ccccc2)c1=O,-1,-2,8,·,4,8[fluorescence artefact?],-13,1,-1
Cn1c(SCC(=O)Nc2cccc(C(=O)O)c2)nnc1-c1cc2cc(Br)ccc2o1,-5,2,9,2,0,-7,-27,0,1
COc1ccc(CNC(=O)c2ccc(SC)cc2OC)cc1,1,9,10,-6,-5,3[fluorescence artefact?],7,-5,1
CC1CC(C)(C)NC(=S)N1CC(=O)NCc1ccc(F)cc1 (configuration not stated),-4,0,-1,-12,1,-6,-6,3,-2
CN1CCN(Cc2ccc(OCc3ccccc3)cc2)CC1,-1,7,7,-14,-2,65[fluorescence artefact?],-1,1,6
